Screens as filed in PubChem BioAssay.
IL2 activator: activates IL-2 in a cell-based reporter assay | activation, % (series mostly up to about 46 µM) | IL-2 activation reporter assay, cell-based qHTS; stimulated with anti-CD3/CD4/CD28 beads; in transgenic mouse T cells | 0.065% of 360,000 active; in the data active = activation above about 50%; inconclusive = mostly about 30% to 49%; also: 0% is about no effect
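Unstimulated transgenic mouse T cells; 60-min compound exposure; bead-based TCR/CD4/CD28 stimulation; 18 h culture, 37 degrees C; dual fluorescence (EGFP, DsRed) plate cytometry.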
EPAC1 antagonist: antagonists of human EPAC1 | 0.14% of 360,000 active | EPAC1 GEF assay, Rap1b-BODIPY-GDP exchange fluorescence | Potency, µM (top dose mostly 115 µM), inactives show at the top dose activity change, negative = inhibition, actives largely listed as inhibitors | O95398 | AID 720709;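 also: potency is read from the fitted curve at half-maximal effect; plate controls were vehicle for no effect and positive control for full effect; nearly all actives have a fitted effect of over 50% in size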
WRN helicase inh: inhibitors of human WRN helicase; 0.46% of 360,000 active; Potency, µM (highest dose often 114 µM), for inactives: at the top dose activity change, negative = inhibition, most hits filed as inhibitors; WRN helicase unwinding, fluorescent forked duplex, kinetic; AID 651768; Q14191; also: potency is read from the fitted curve at half-maximal effect; % is scaled to controls: 0 for no effect and ±100 for the full control effect; nearly all actives have a fitted effect of over 55% in size
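Fluorescence dequenching readout, ex 525 nm/em 598 nm, kinetic mode: forked duplex DNA (100 nM final) with adjacent fluorophore and quencher unwound by WRN (20 nM final) with 2 mM ATP. Compound preincubation 15 min, room temperature.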
PLK1 PBD block: blocks phosphopeptide binding to human PLK1 polo-box domain | Potency, µM, for inactives: max response, negative = inhibition, usual class: inhibitors | 2.8% of 360,000 active | AID 720504 | Plk1 PBD binding of FITC phosphopeptide, fluorescence polarization | P53350; also: potency is read from the fitted curve at half-maximal effect; series mostly up to about 57 µM; % is scaled to controls: 0 for no effect and ±100 for the full control effect; nearly all actives have a fitted effect of over 65% in size
Target sequence (P53350 whole entry, looked up, the tested form may be a part): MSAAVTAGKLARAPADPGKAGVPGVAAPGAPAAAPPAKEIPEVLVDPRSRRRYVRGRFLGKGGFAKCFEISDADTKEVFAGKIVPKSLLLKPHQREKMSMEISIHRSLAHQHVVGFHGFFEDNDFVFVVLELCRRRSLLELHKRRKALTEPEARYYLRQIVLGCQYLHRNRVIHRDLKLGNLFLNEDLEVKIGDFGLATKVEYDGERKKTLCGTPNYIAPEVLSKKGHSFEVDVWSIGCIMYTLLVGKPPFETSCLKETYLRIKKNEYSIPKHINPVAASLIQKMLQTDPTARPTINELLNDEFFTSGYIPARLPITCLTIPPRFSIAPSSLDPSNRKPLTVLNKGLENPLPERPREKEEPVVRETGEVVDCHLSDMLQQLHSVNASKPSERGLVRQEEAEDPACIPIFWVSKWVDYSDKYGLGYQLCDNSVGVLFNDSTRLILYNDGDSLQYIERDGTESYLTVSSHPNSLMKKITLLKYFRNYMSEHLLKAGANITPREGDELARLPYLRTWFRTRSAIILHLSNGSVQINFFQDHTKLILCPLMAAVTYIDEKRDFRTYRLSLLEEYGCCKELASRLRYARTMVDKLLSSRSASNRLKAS
aSyn rescue: inhibitors of alpha-synuclein toxicity in yeast | Yeast expressing alpha-synuclein, growth rescue, BacTiter-Glo, 24 h | 0.14% of 370,000 active | AID 652106 | Potency, µM (top dose mostly 46.1 µM), inactives show top-dose growth rescue (activation), most hits filed as activators; also: potency is read from the fitted curve at half-maximal effect; % of control where 0% means no effect; nearly all actives have a fitted effect of over 65% in size
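Readout is rescue of growth in alpha-synuclein-expressing yeast, so inhibitors of toxicity appear as activators. Growth after 24 hr at 30 deg C in galactose medium is quantified by luminescence.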
FUS yeast rescue: suppressors of FUS proteinopathy in yeast | S. cerevisiae FUS-expressing, growth rescue, OD600, 24 h | Potency, µM (doses to about 76.6 µM), inactives show at the highest dose growth rescue (activation), actives largely listed as activators | 0.24% of 390,000 active | AID 1347120;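 also: potency is read from the fitted curve at half-maximal effect; plate controls were DMSO vehicle for no effect and reference control for full effect; nearly all actives have a fitted effect of over 55% in size; some results filed as inactive show a strong effect at the top dose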
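Restored growth of FUS-toxic S. cerevisiae, read as 600 nm absorbance after 24 h at 30C in galactose medium (starting OD 0.005). Controls CP55940 and DMSO.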
Abeta rescue: compounds reversing amyloid beta toxicity in yeast. yeast expressing A-beta42, growth rescue, OD600, 48 h; response scale: 0% DMSO, 100% iron-clioquinol control. Potency, µM (top dose mostly 46.1 µM), without a hit: at the top dose growth rescue, usual class: activators. 0.063% of 410,000 active. AID 1347071; also: potency is read from the fitted curve at half-maximal effect; nearly all actives have a fitted effect of over 55% in size
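Yeast A-beta toxicity model in growth medium with pinned compounds, 48 h at 30 C; growth read as absorbance at 600 nm. Normalized to FeCl3/clioquinol equimolar mix (positive) and DMSO (negative).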
PI5P4Ka inh: PI5P4K alpha (human) kinase inhibition. P48426. PI5P4Kalpha enzyme, ADP-Glo luminescence, 60 min; hits give low values. max response, %. 1.2% of 330,000 active. AID 652105; active = max response of -50% or lower; inconclusive = between -30% and -50%; inactive = -30% or higher; also: value at the top dose of about 77 µM; % is scaled to controls: 0 for no effect and ±100 for the full control effect
Target sequence (P48426 whole entry, looked up): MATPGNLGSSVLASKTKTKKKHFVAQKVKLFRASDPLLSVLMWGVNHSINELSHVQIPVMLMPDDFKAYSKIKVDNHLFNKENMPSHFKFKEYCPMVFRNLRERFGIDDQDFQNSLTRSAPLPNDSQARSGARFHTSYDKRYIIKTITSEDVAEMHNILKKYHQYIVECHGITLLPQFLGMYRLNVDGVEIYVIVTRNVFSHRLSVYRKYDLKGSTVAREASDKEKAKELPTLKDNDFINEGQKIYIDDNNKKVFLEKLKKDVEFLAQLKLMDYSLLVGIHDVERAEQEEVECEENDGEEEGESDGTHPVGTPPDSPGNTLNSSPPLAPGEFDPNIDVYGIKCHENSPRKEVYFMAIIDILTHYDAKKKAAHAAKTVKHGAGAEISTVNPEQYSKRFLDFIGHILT
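qHTS, 1536-well: enzyme/substrate mix, compound by pin tool, 5 microM ATP final; RT 60 min; ADP-Glo reagents 1 (45 min) then 2 (30 min); luminescence.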
EPAC1 agonist: activates human EPAC1 exchange factor; O95398; EPAC1 agonist qHTS, biochemical assay; response scale: 100% = response to 6.5 mM cAMP; Potency, µM (highest dose often 154 µM), for inactives: at the highest dose activation, most hits filed as activators; 0.073% of 360,000 active; AID 720707; also: potency is read from the fitted curve at half-maximal effect; nearly all actives have a fitted effect of over 60% in size
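Nucleotide exchange assay: 100 nM EPAC1 with 250 nM Rap1B loaded with BODIPY-GDP and 50 uM GDP, room temperature. Fluorescence (480/540 nm) read every 5 min for 30 min; signal change normalized to 6.5 mM cAMP as full agonist.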
* hit, by the source's call; ? = inconclusive; . = not tested or not shown; & = joins results of further samples; [ ] = another dose, or the depositor's remark. Unless noted, calls follow the shape of the dose curve; as a rule, active = well fitted curve in the direction sought with a large enough effect; inconclusive = small, poorly fitted or top-dose-only effect, or another doubt; inactive = no such curve, though single readings can be large; an effect the other way counts as inactive or inconclusive.

Results follow in this order: EPAC1 agonist	Abeta rescue	EPAC1 antagonist	IL2 activator	PI5P4Ka inh	aSyn rescue	FUS yeast rescue	WRN helicase inh	PLK1 PBD block
1) CCOC(=O)c1ccc(NC(=O)Cn2cc3c(n2)CCC(C)C3)cc1 (stereo not drawn)
→ 8%	-3%	-4%	-3.2	0	0%	-4%	-2%	-2%
2) O=C(NCCS(=O)(=O)NCc1ccccn1)c1ccccc1
→ -8%	6%	-17%	-0.3	-2	-8%	-3%	-25%	-9%
3) COc1ccc(NC2=NCC(Cc3ccc(Br)cc3)S2)cc1 (stereo not drawn)
→ 9%	8%	1%	-4.0	22	1%	2%	-7%	-15%
4) CC(=O)NC(=S)Nc1ccc(NC(=S)NC(=O)c2ccc([N+](=O)[O-])cc2)cc1
→ 11%	-2%	8%	1.1	-8	-6%	19%	-5%	-12%
5) CN1CC(=O)N(CC(=O)NC2CCCCC2)C1=O
→ 0%	2%	-4%	0.3	-5	-4%	4%	-4%	4%
6) Cc1cc(C(=O)CN2C(=O)NC3(CCCc4ccccc43)C2=O)c(C)n1Cc1cccs1 (stereo not drawn)
→ 6%	4%	-24%	-1.5	-4	-2%	5%	1%	-8%
7) CC(Oc1ccc2c3c(c(=O)oc2c1)CCC3)C(=O)NCCN1CCOCC1 (stereo not drawn)
→ 10%	1%	4%	0.3	12	1%	0%	-2%	-7%
8) COc1ccc(OCC(O)CN2C(=O)c3ccccc3S2(=O)=O)cc1 (stereo not drawn)
→ -5%	8%	11%	2.8	5	-7%	-11%	-5%	-1%
9) Cc1cccc(C(=O)OCC(=O)N(CC(C)C)c2c(N)n(Cc3ccccc3)c(=O)[nH]c2=O)c1C
→ 5%	1%	-16%	-3.9	11	-3%	9%	5%	1%
10) COC(=O)CSc1nsc(SCC(=O)OC)n1
→ 7%	-20%	6%	-2.0	-5	-3%	0%	-21%	-10%
11) Cc1cccc(Nc2nnc(SCC(=O)NC3CCCc4ccccc43)s2)c1C (stereo not drawn)
→ 12%	27%	-22%	-0.7	-7	15%	?	-19%	-13%
12) O=C(CN1CCN(S(=O)(=O)c2ccccc2)CC1)Nc1ccnn1C1CCCC1
→ -3%	-8%	9%	-0.2	5	7%	-19%	4%	1%
13) CNC(=O)c1ccc(-c2nc(-c3ccccc3)cs2)cc1
→ 11%	0%	-21%	0.7	0	-2%	3%	10%	-14%
14) COC(=O)c1ccc2c(=O)n(CCCCCC(=O)O)c(=S)[nH]c2c1
→ -3%	-2%	1%	-2.0	-15	-4%	.	2%	6%
15) CCCNc1c(NC(=O)COc2ccc(Cl)cc2)c(=O)oc2ccccc12
→ -5%	4%	-16%	-1.8	-1	0%	22%	-23%	-15%
16) O=C1c2ccccc2NC(c2ccc([N+](=O)[O-])cc2)N1O (stereo not drawn)
→ -2%	-13%	11%	-0.9	-4	5%	16%	7%	4%
17) O=C(CN1CCN(C(=O)C2CC2)CC1)Nc1cc(C(F)(F)F)cc(C(F)(F)F)c1
→ -22%	6%	-3%	-0.9	23	-1%	.	-3%	0%
18) Clc1ccc2c(c1)C1=C(C(c3ccncc3)O2)C(c2ccc(Br)cc2)n2ncnc2N1 (stereo not drawn)
→ 7%	27%	-1%	0.4	.	12%	26%	-5%	-1%
19) CCOC(=O)N/N=C\c1ccc([N+](=O)[O-])s1
→ 11%	-21%	8%	5.6	3	1%	24%	-3%	?
20) O=[N+]([O-])c1ccc2c(c1)C(=NO)c1cc(F)ccc1-2
→ -3%	-5%	-7%	-4.9	-14	?	.	-6%	-19%
21) Oc1ccc(Cl)cc1C=Nc1ccc(Br)cc1
→ -4%	-4%	15%	-1.3	1	1%	-23%	6%	-5%
22) C/C(=N\OCc1nc2ccccc2c(=O)n1/N=C/c1cc(C)cc([N+](=O)[O-])c1O)c1ccccc1
→ 8%	-2%	7%	-1.1	0	-5%	-29%	4%	-2%
23) CN(C)/C=C/C(=O)c1cnc2sccn2c1=O
→ 2%	?	-2%	0.3	2	-6%	21%	5%[11.6 µM]	0%
24) CCn1cc(C(=O)NCc2cccnc2)c(=O)c2cc(F)c(N3CCN(C(=O)c4ccco4)CC3)cc21
→ -9%	11%[9.22 µM]	-24%	-3.6	-19	-1%	-20%	8%	-5%
25) CCOC(=O)CC[C@H](NC(=O)Cn1cnc2c(NCc3ccccc3)ncnc21)C(=O)OCC
→ 1%	5%	-8%	-0.2	-6	7%	0%	-10%	-22%
26) Cc1ccc(NC(=S)NCCN2CCOCC2)cc1C
→ -4%	13%	5%	0.3	.	-1%	8%	2%	-1%
27) CCCn1nc(C(=O)Nc2nnc(CC)s2)c2ccccc2c1=O
→ 7%	1%	-1%	3.1	4	1%	19%	-6%	1%
28) CN1CCCN(Cc2ccc(Cl)cc2Cl)CC1
→ 1%	-21%	7%	-1.4	.	0%	-8%	5%	-10%
29) Cc1ccccc1-n1cc(CNC(=O)C2CCC(=O)N(C3CC3)C2)cn1 (stereo not drawn)
→ 3%	-18%	-16%	-0.5	-5	-4%	.	-24%	-12%
30) O=C(NCc1ccco1)c1cc(-c2ccco2)on1
→ 7%	-2%	0%	-1.4	.	2%	21%	-6%[57.1 µM]	-9%
31) C[n+]1cn(/N=C/c2ccccc2)c2ccccc21
→ 2%	-4%	?	-0.1	-1	-4%	.	-1%	-22%
32) Cc1ccc(C(=O)CN(CCCC(N)=O)C(=O)c2ccncc2)cc1
→ -9%	3%	-4%	-0.5	1	1%	-21%	7%	-12%
33) COc1ccc(NC(=O)c2c(OC)cccc2OC)c(OC)c1
→ 2%	1%	10%	-1.8	.	5%	37%	-4%	-8%
34) COc1cccc2c(=O)ccoc12
→ 3%	11%	-2%	-0.1	5	7%	-24%	5%	-3%
35) CCC(=O)N(CCC(Cc1ccccc1)c1ccco1)Cc1ccco1 (stereo not drawn)
→ -4%	-2%	-25%	-0.1	-3	9%	35%	-24%	-1%
36) CCN1CCCC1CNC(=O)C1CCCN(S(=O)(=O)c2cccc3nsnc23)C1 (stereo not drawn)
→ -3%	-18%	-7%	-0.6	-3	-11%	16%	4%	-7%
37) Cc1cccc(-n2nnnc2-c2cnccc2C(F)(F)F)c1C
→ 4%	4%	-4%	-2.7	1	5%	17%	-8%	?
38) COc1cccc(-c2cc(C(=O)N3CCN(c4ccc(F)cc4)CC3)no2)c1
→ -3%	5%&5%	-6%	0.7	17	2%	-8%&-11%	3%	-8%
39) CCOC(=O)C1=CNS(=O)(=O)NC1c1ccc(C#N)cc1 (stereo not drawn)
→ -8%	7%	-7%	0.3	6	1%	-9%	2%	-21%
40) COC(=O)c1cnn(-c2ccccc2)c1/C=N/NC(=S)Nc1ccc(Cl)cc1
→ 10%	-1%	-4%	-3.1	3	1%	-2%	-2%	1%
41) CCc1noc(C)c1C(=O)N1CCCC(N2CCN(c3ccc(F)cc3)CC2)C1 (stereo not drawn)
→ -8%	7%	-3%	2.3	8	-1%	18%	-25%	-4%
42) COC(=O)C1=CO[C@@H](O[C@@H]2OC(CO)[C@@H](O)[C@@H](O)[C@@H]2O)C2C1CC[C@]2(C)O (stereo partly drawn)
→ 6%	0%	9%	-0.5	11	-2%	-10%	-1%	-3%
43) O=C1CCCc2c1nc(-c1ccccc1F)n2O
→ 0%	6%	-4%	0.0	7	-2%	0%	1%	-5%
44) NC(=O)COC(=O)c1cc(=O)[nH]c2ccc(S(=O)(=O)Nc3ccc(F)cc3)cc12
→ -3%	-4%	-11%	0.5	0	1%	15%	5%	0%
45) Cc1ccc(CNc2ncnc3cc(Cl)ccc23)cc1
→ -3%	17%	-22%	1.3	-1	2%	-6%	1%	-1%
46) Cn1c(O)c(N=Nc2ccccc2)c2ccccc21
→ 10%	-22%	-23%	-0.1	3	-1%	-9%	10%	?
47) COc1ccccc1OCCCCn1c(C(C)O)nc2ccccc21 (stereo not drawn)
→ 24%	10%	6%	-0.6	1	7%	-14%	3%	-8%
48) CC(=O)Nc1cccc(-c2ccnc3c2CC(C)(C(=O)NCc2ccncc2)O3)c1 (stereo not drawn)
→ -21%	-10%	-20%	0.1	0	-6%	-16%	9%	-9%
49) O=c1ccn(C2CCCO2)c(=O)[nH]1 (stereo not drawn)
→ 0%	-3%	8%	-0.1	-2	0%	.	1%	-4%
50) CCc1cc2c(=O)c(-c3ccon3)c(N)oc2cc1OC
→ 8%	-25%	1%	-0.2	.	-28%	-19%	-10%	-5%
51) COc1ccc(CCNC(=O)CCC(=O)N2CCOc3ccccc32)cc1OC
→ 0%	5%	-10%	-2.3	11	-3%	-7%	0%	1%
52) Cc1ccc(C)c(C(=O)OCC(=O)Nc2ccc(N3CCOCC3)cc2)c1
→ 7%	-6%	-27%	-2.5	5	9%	19%	2%	-28%
53) CC(=O)N(C)[C@H]1C[C@@H](c2ccccc2)N(C(C)=O)C[C@H]1CO
→ 7%	-14%	3%	1.9	0	-5%	-30%	-1%	-18%
54) Cc1ccc(N2CC(C(=O)NCc3ccc(C)n3C)CC2=O)cc1 (stereo not drawn)
→ 11%	0%	-6%	1.2	6	0%	3%	-1%	-3%
55) CCOC(=O)C1=C(CNCc2ccccc2Cl)NC(=O)NC1c1cccc([N+](=O)[O-])c1 (stereo not drawn)
→ -5%	-8%	-16%	-1.7	4	10%	21%	-1%	-1%
56) CC(=O)Nc1nc2c(C)c(Cl)ccc2s1
→ 5%	3%	-4%	6.0	-5	-3%	-20%	-2%	-11%
57) Clc1ccc(-c2nnc(-c3ccccc3)c(-c3c[nH]c4ccccc34)n2)cc1
→ -1%	-2%	-8%	0.5	22	0%	-3%	-3%	2%

Molecules listed so far that contain an aryl thioether with sulfur outside any ring (two):
Results follow in this order: EPAC1 agonist	Abeta rescue	EPAC1 antagonist	IL2 activator	PI5P4Ka inh	aSyn rescue	FUS yeast rescue	WRN helicase inh	PLK1 PBD block
10) COC(=O)CSc1nsc(SCC(=O)OC)n1
→ 7%	-20%	6%	-2.0	-5	-3%	0%	-21%	-10%
11) Cc1cccc(Nc2nnc(SCC(=O)NC3CCCc4ccccc43)s2)c1C (stereo not drawn)
→ 12%	27%	-22%	-0.7	-7	15%	?	-19%	-13%
